High-throughput results: PubChem BioAssay, National Center for Advancing Translational Sciences (NCATS)
WRN inhibitor – WRN helicase (human) inhibition. Potency, µM (doses to about 114 µM), for inactives: at the highest dose activity change, negative = inhibition, most hits filed as inhibitors. 360,000 tested, 0.46% active. Q14191. WRN helicase unwinding, fluorescent forked duplex, kinetic; also: potency is read from the fitted curve at half-maximal effect; % is scaled to controls: 0 for no effect and ±100 for the full control effect; nearly all actives have a fitted effect of over 55% in size
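Kinetic red-fluorescence monitoring (525/598 nm) tracks WRN helicase activity after 100 nM fluorophore-quencher forked duplex and 2 mM ATP are added to 20 nM enzyme pretreated 15 min at room temperature with compound.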
PI5P4Ka inh – PI5P4K alpha (human) kinase inhibition | AID 652105 | P48426 | PI5P4Kalpha enzyme, ADP-Glo luminescence, 60 min; hits give low values | max response, % | 330,000 tested, 1.2% active; active = max response of -50% or lower; inconclusive = between -30% and -50%; inactive = -30% or higher; also: value at the top dose of about 77 µM; % is scaled to controls: 0 for no effect and ±100 for the full control effect
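Quantitative HTS of the MLSMR library against PI5P4Kalpha with substrate. ATP added last at 5 microM final; room temperature, 60 minutes. Remaining ATP depleted, ADP converted and read as luminescence.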
IL-2 act – IL-2 activation; IL-2 activation reporter assay, cell-based qHTS; stimulated with anti-CD3/CD4/CD28 beads; in transgenic mouse T cells; activation, % (series mostly up to about 46 µM); 360,000 tested, 0.065% active; in the data active = activation above about 50%; inconclusive = mostly about 30% to 49%; also: 0% is about no effect
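Readout is EGFP and DsRed signal by fluorescent plate cytometry after 18 h at 37 degrees C. Transgenic mouse T cells (750/well) received compound for 60 min before bead stimulation (anti-CD3, anti-CD4, anti-CD28); memory T cells served as non-tolerant control.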
EPAC1 antag – blocks human EPAC1 exchange factor; Potency, µM (doses to about 115 µM), for the others: at the top dose activity change, negative = inhibition, hits mostly inhibitors; 360,000 tested, 0.14% active; AID 720709; O95398; EPAC1 GEF assay, Rap1b-BODIPY-GDP exchange fluorescence;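 also: potency is read from the fitted curve at half-maximal effect; plate controls were vehicle for no effect and positive control for full effect; nearly all actives have a fitted effect of over 50% in size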
Target sequence (O95398 whole entry, looked up): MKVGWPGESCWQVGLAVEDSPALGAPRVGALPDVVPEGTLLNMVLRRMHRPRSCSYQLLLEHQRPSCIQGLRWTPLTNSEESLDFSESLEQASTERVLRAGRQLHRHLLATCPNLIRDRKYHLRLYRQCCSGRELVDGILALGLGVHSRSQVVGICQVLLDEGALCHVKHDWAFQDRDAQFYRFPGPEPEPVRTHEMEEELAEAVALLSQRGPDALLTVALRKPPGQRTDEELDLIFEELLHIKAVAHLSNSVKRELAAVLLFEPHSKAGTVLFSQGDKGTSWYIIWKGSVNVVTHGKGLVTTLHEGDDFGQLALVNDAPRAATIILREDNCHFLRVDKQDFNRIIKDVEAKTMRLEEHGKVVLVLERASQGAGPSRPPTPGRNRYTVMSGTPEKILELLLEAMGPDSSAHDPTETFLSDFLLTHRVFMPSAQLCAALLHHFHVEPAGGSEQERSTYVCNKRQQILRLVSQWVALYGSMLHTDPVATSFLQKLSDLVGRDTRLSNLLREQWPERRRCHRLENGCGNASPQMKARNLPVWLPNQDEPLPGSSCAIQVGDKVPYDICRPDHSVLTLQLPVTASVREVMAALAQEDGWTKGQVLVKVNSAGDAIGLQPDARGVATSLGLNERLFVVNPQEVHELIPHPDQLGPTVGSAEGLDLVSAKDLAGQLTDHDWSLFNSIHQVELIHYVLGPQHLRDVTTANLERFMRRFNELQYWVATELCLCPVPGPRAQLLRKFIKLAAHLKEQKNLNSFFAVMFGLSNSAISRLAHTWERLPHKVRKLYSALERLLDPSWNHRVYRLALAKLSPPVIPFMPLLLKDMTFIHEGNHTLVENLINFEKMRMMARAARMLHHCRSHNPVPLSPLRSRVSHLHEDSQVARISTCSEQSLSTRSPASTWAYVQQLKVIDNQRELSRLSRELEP
FUS yeast rescue – FUS proteinopathy suppression in yeast; 390,000 tested, 0.24% active; Potency, µM (top dose mostly 76.6 µM), without a hit: at the top dose growth rescue (activation), hits mostly activators; AID 1347120; S. cerevisiae FUS-expressing, growth rescue, OD600, 24 h;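 also: potency is read from the fitted curve at half-maximal effect; plate controls were DMSO vehicle for no effect and reference control for full effect; nearly all actives have a fitted effect of over 55% in size; some results filed as inactive show a strong effect at the top dose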
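Yeast expressing FUS under galactose induction, OD 0.005 in 2% galactose medium; compounds in a dilution series, 24 h at 30C. Growth rescue by absorbance at 600 nm; CP55940 positive control, DMSO negative.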
EPAC1 ag – EPAC1 (human) agonism; 360,000 tested, 0.073% active; EPAC1 agonist qHTS, biochemical assay; response scale: 100% = response to 6.5 mM cAMP; Potency, µM (doses to about 154 µM), inactives show at the highest dose activation, usual class: activators; O95398; also: potency is read from the fitted curve at half-maximal effect; nearly all actives have a fitted effect of over 60% in size
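EPAC1 100 nM, Rap1B–BODIPY-GDP 250 nM, unlabeled GDP 50 uM; compound titration; 5 min RT; kinetic read ex480/em540 at 5-min intervals ×30 min; data normalized to 6.5 mM cAMP agonist control.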
aSyn yeast inh – alpha-synuclein toxicity inhibition in yeast. Potency, µM (titrated, usually from 46.1 µM), without a hit: top-dose growth rescue (activation), actives largely listed as activators. 370,000 tested, 0.14% active. AID 652106. Yeast expressing alpha-synuclein, growth rescue, BacTiter-Glo, 24 h; also: potency is read from the fitted curve at half-maximal effect; % of control where 0% means no effect; nearly all actives have a fitted effect of over 65% in size
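Rescue of yeast growth: cells expressing toxic alpha-synuclein, induced in galactose at OD600 0.02, incubated with compound 24 h at 30 C. ATP luminescence quantified growth; inhibitors of toxicity appear as activators.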
Abeta rescue – A-beta toxicity reversal in yeast; yeast expressing A-beta42, growth rescue, OD600, 48 h; response scale: 0% DMSO, 100% iron-clioquinol control; Potency, µM (series often up to 46.1 µM), for inactives: top-dose growth rescue, most hits filed as activators; 410,000 tested, 0.063% active; AID 1347071; also: potency is read from the fitted curve at half-maximal effect; nearly all actives have a fitted effect of over 55% in size
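Growth rescue measured by 600 nm absorbance after 48 h yeast culture at 30 C with compound. Values normalized between DMSO and an equimolar ferric chloride plus clioquinol control.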
PLK1 PBD block – PLK1 (human) polo-box domain binding inhibition; P53350; Plk1 PBD binding of FITC phosphopeptide, fluorescence polarization; Potency, µM, for inactives: max response, negative = inhibition, actives largely listed as inhibitors; 360,000 tested, 2.8% active; AID 720504; also: potency is read from the fitted curve at half-maximal effect; series mostly up to about 57 µM; % is scaled to controls: 0 for no effect and ±100 for the full control effect; nearly all actives have a fitted effect of over 65% in size
Numbers without * were called inactive; u = inconclusive; x = no result given; [ ] = remark or other dose. Unless noted, calls follow the shape of the dose curve; as a rule, active = well fitted curve in the direction sought with a large enough effect; inconclusive = small, poorly fitted or top-dose-only effect, or another doubt; inactive = no such curve, though single readings can be large; an effect the other way counts as inactive or inconclusive.

SMILES	WRN inhibitor	PI5P4Ka inh	IL-2 act	EPAC1 antag	FUS yeast rescue	EPAC1 ag	aSyn yeast inh	Abeta rescue	PLK1 PBD block
Nc1nc(NCC(=O)O)nc(NCc2ccccc2)c1[N+](=O)[O-]	-13.2%	2.4	-1.0	318.3%[activator]	25.2%	u	3.1%	-0.2%	-9.8%
O=C(c1ccc(COCC(F)(F)F)o1)N1CCCCCC1	12.2%	-4.6	-0.2	-1.1%	5.2%	-3.7%	-5.5%	-13.9%	0.4%
CCOc1ccc2nc(/N=C/c3c(C)[nH]n(-c4ccc(C)cc4)c3=O)sc2c1	-7.5%	-6.1	-3.0	u	x	-3.9%	-25.7%	-35.5%[inhibitor]	-8.1%
CN(CC(=O)Nc1cccc(F)c1)C(=O)c1csc2c1CCCC2	-6.3%	3.6	-1.2	9.2%	16.2%	0.3%	-2.4%	1.6%	-10.6%
CCCCN(C(=O)c1ccc(NC2CC2)c([N+](=O)[O-])c1)c1c(N)n(CCCC)c(=O)[nH]c1=O	4.4%	-9.0	-0.5	9.1%	3.2%	-14.3%	-2.4%	6.2%	0.9%
CCOc1ccc2[nH]c3c(NCCO)ncnc3c2c1	-11.8%[57.1 µM]	-7.0	2.6	-1.7%	8.5%	-1.3%	-2.5%	4.0%	1.1%
Cc1ccc(C(=O)OCC(=O)Nc2sc3c(c2C#N)CCCCC3)cc1NC(=O)c1ccco1	-4.1%	1.1	-0.8	12.0%	u	9.4%	6.8%	-2.1%	-5.9%
COc1cccc(NC(=O)c2ccc[n+](C)c2)c1	7.1%	-5.9	0.2	-16.9%	-12.8%	-9.0%	-1.8%	-10.2%	-2.7%
O=C(NC1CCCC1)C(C1CC1)n1c(-c2cc3ccccc3[nH]2)nc2ccccc21 (stereo not drawn)	1.4%	-4.0	0.0	-14.8%	u	0.4%	-25.3%	-6.1%	-9.4%
Clc1ccc2nc(CSc3nc4ccccc4o3)cn2c1	-2.6%	-82.8*	-2.5	0.4%	16.5%	4.9%	-14.2%	9.0%	-9.8%
O=C1C(=O)N(CCCO)C(c2ccc(Br)cc2)/C1=C(\O)c1ccc(Br)cc1 (stereo not drawn)	4.4%	-1.7	-0.1	-19.7%	21.1%	3.8%	-1.1%	-33.3%	-9.4%
Cn1c(=O)[nH]c(=O)c2c1nc(CN1CCN(c3ccccc3F)CC1)n2CCc1ccccc1	-0.2%	0.5	-2.2	-7.9%	1.6%	-9.2%	1.9%	-13.5%	-11.7%
COc1ccc(-c2sc(C(=O)c3ccc(Cl)cc3Cl)cc2CC(=O)O)cc1	-15.1%	-0.8	-3.3	3.3%	17.4%	10.4%	-59.4%[inhibitor]	-64.1%[inhibitor]	-15.6%
Cc1ccccc1NC(=O)NC(N)=O	5.9%	2.1	-0.4	-5.5%	-24.1%	9.5%	-4.9%	5.3%	-15.0%
CCN(CC)CCNc1nc(-n2nc(C)cc2C)nc2sc3c(c12)CC(C)(C)OC3	-29.2%	1.7	0.7	11.3%	-2.8%	-6.0%	-2.0%	-31.3%[inhibitor]	0.0%
O=C(NC(=S)Nc1ccc(N2CCOCC2)c(Cl)c1)c1cccs1	-4.1%	-1.2	-1.1	-6.8%	5.6%	7.1%	-2.0%	u	-5.2%
COc1ccc(CN2C(=O)C(CC(=O)NCCCN(C)C)CC(C(=O)N3CCOCC3)=C2C)cc1 (stereo not drawn)	3.1%	-0.3	1.3	6.7%	-28.4%	-4.4%	-2.3%	-7.6%	3.9%
CCOc1ccc(/C=C/C(=O)Oc2ccccc2)cc1	-27.3%	1.2	-0.5	0.4%	-11.7%	7.1%	-1.3%	12.8%	-6.7%
COC(=O)c1c[nH]n2c(=O)cc(CCl)nc12	-8.4%[57.1 µM]	x	1.5	6.1%	8.1%	5.2%	-5.6%	-2.6%	-2.0%
O=C(CCSc1nnc2ccc3ccccc3n12)Nc1ccc(F)cc1	-5.3%	1.7	-0.8	0.4%	16.5%	1.7%	-4.5%	-7.1%	29.9µM*
CCNC(=O)C1(C)CCCN(C(=O)CCc2cccs2)C1 (stereo not drawn)	3.2%	-1.8	-1.0	12.8%	-25.5%	0.9%	1.2%	-3.2%	-7.8%
Cc1ccc(NC(=O)CSc2nnc(C(F)(F)F)n2C)cc1[N+](=O)[O-]	4.0%	-4.1	-0.4	7.1%	11.5%	-4.4%	16.8%	1.3%	-5.2%
COc1ccc(C(C(=O)NC(C)(C)C)N(C(=O)CCC(=O)Nc2cc(C)on2)c2ccc3c(c2)OCCO3)cc1 (stereo not drawn)	-5.6%	0.5	4.7	-27.0%	47.2%	-12.4%	-3.4%	-4.8%	1.3%
NS(=O)(=O)c1ccc(CCNS(=O)(=O)Cc2ccc(Cl)cc2)cc1	6.4%	5.4	-3.3	-24.6%	24.0%	-1.3%	0.7%	2.5%	-11.2%
CCOc1ccc(S(=O)(=O)n2cc(-c3ccccc3)c(N)n2)cc1	3.2%	x	0.2	11.6%	19.7%	-6.4%	-5.2%	-10.8%	-0.6%
COc1cc2cc(C(=O)N3CCN(c4ccccc4OC)CC3)[nH]c2cc1OC	0.1%[57.1 µM]	7.7	-0.2	0.5%	-11.4%	2.6%	-0.5%	-19.3%	-5.3%
N#Cc1c(C(F)(F)F)cc(-c2ccccc2)n(N)c1=O	5.5%	9.4	-0.4	-11.2%	3.7%	0.0%	8.2%	-1.2%	1.8%
CCN(CC(=O)Nc1c(F)cccc1F)C(=O)CSCC(=O)Nc1ccc(OC)cc1	7.3%	5.5	-1.3	-2.0%	-1.3%	-2.3%	-8.7%	-0.6%	-6.6%
CCOc1ncccc1C(=O)N=C1SCCN1C(=O)c1cccnc1OCC	-2.6%	-4.1	-2.0	10.7%	12.1%	10.4%	-3.5%	1.8%	-19.0%
COc1cc(OC)c(C(=O)c2ccccc2[N+](=O)[O-])c(OC)c1	1.4%	-3.3	-0.7	12.2%	-12.8%	7.3%	-4.4%	10.7%	-3.1%
CC1S/C(=C(\C#N)C(=O)NCc2ccco2)N(c2ccc(F)cc2)C1=O (stereo not drawn)	-9.8%	6.0	1.6	2.5%	15.2%	1.3%	2.1%	11.2%	-7.0%
COc1ccc(Cl)cc1NC(=O)CSc1nc2ccsc2c(=O)n1CC1CCC(C(=O)O)CC1 (stereo not drawn)	-0.1%	7.1	-0.5	-18.4%	u	10.5%	5.6%	x	-15.8%
COc1cc(/C=N/Nc2ccc(S(N)(=O)=O)cc2[N+](=O)[O-])cc(OC)c1O	-5.7%[11.6 µM]	1.5	-0.9	3.4%	-27.7%	-7.1%	-6.5%	-14.9%	3.8%
CCOC(=O)CCC(NC(=O)CCCCC(=O)NC(CCC(=O)OCC)C(=O)OCC)C(=O)OCC (stereo not drawn)	-11.2%	8.9	0.4	2.5%	4.1%	3.3%	0.5%	-2.7%	-0.9%
CCCN1C(=O)c2cc(C(=O)NC3CCCCCC3)ccc2C1O (stereo not drawn)	-10.5%	0.0	1.2	-10.2%	-8.6%	-4.2%	2.8%	12.6%	-4.8%
COC(=O)CC1C(=O)NCCN1C(=O)OC(C)(C)C (stereo not drawn)	2.1%	2.4	0.2	7.9%	-24.4%	0.2%	0.6%	9.8%	1.9%
O=C(O)CC(SCc1ccc(C(=O)O)o1)C(=O)O (stereo not drawn)	16.5%	-6.8	-1.8	10.3%	13.6%	10.4%	-7.2%	-15.3%	-10.7%
Cc1cc(C)cc(C(=O)Nc2cccc(NC(=O)c3ccco3)c2)c1	-10.2%	-0.5	-2.4	-6.6%	x	7.0%	-8.9%	-36.7%[inhibitor]	-2.8%
CCOC(=O)N1CCN(C(=O)CSC2=NS(=O)(=O)c3cc(F)ccc3N2)CC1	-10.9%	-3.1	0.0	-10.6%	-7.0%	-1.6%	-18.5%	6.1%	1.1%
CCC12CN3CC(CC)(CN(C1)C3c1ccc([N+](=O)[O-])o1)C2=O (stereo not drawn)	-31.4%	-17.1	0.8	7.1%	25.2%	7.3%	-18.4%	-11.6%	u
Cc1ccc(S(=O)(=O)N2CCCOC2CNC(=O)C(=O)NCCN2CCOCC2)cc1 (stereo not drawn)	-30.7%	4.7	-4.0	-2.1%	26.6%	1.3%	-6.9%	-13.5%	-13.5%
c1ccc(-c2nc3cnccn3c2Nc2ccc3c(c2)OCCO3)cc1	-15.4%	-1.8	-1.4	-3.4%	27.3%	12.9%	1.6%	-5.2%	-11.8%
CC1CCCCC1NC(=O)CCS(=O)(=O)c1ccc2c(c1)NC(=O)CO2 (stereo not drawn)	-3.0%	-5.2	0.4	2.3%	-9.2%	-2.3%	0.6%	7.0%	-3.5%
Oc1ccc(-c2nc3c4c(ncn3n2)-c2ccccc2CC42CCCC2)cc1	5.5%	-2.4	4.6	3.2%	x	16.5%	1.5%	-6.6%	-7.5%
C/C=C/c1ccc(OCC(=O)Nc2cc(S(=O)(=O)N3CCOCC3)ccc2N2CCCC2)c(OC)c1	-6.2%	-2.8	-0.5	-1.2%	u	6.6%	6.6%	16.4%	-1.7%
CC1CCCC(N2CCN(C(=O)c3ccccc3F)CC2)C1 (stereo not drawn)	-3.8%	-6.1	-0.2	0.0%	-2.8%	-3.3%	7.0%	-5.6%	-0.5%
CCOc1ccccc1CNc1nnnn1C	17.0%	-7.5	-2.6	5.1%	27.8%	-6.0%	-3.6%	-9.2%	-5.4%

Random excerpt: 2 entries already listed
SMILES	WRN inhibitor	PI5P4Ka inh	IL-2 act	EPAC1 antag	FUS yeast rescue	EPAC1 ag	aSyn yeast inh	Abeta rescue	PLK1 PBD block
Cc1cc(C)cc(C(=O)Nc2cccc(NC(=O)c3ccco3)c2)c1	-10.2%	-0.5	-2.4	-6.6%	x	7.0%	-8.9%	-36.7%[inhibitor]	-2.8%
O=C(NC(=S)Nc1ccc(N2CCOCC2)c(Cl)c1)c1cccs1	-4.1%	-1.2	-1.1	-6.8%	5.6%	7.1%	-2.0%	u	-5.2%
